# Source: PubChem BioAssay
# GlmU inhibition – inhibition of mycobacterial GlmU enzyme – biochemical, glucosamine-1-phosphate acetyltransferase (AID 1376). M. tuberculosis GlmU acetyltransferase enzyme assay; higher % means a stronger effect. one-dose inhibition, %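 (tested at 30 µM in the primary screen)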; IC50 in µM for titrated hits. hit rate 0.25% among 220,000; in the data active = inhibition above about 13%;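 also: 0% = complete reaction with vehicle and 100% = reaction without substrate; strong numbers were not always called active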
# Mtb RmlCD inh – inhibitors of Mycobacterium tuberculosis RmlC and RmlD coupled enzymes. AID 1533. hit rate 0.03% among 160,000. RmlC+RmlD coupled enzyme assay, percent inhibition; primary screen in compound mixtures. inhibition, % at 3.6 µM; in the data active = inhibition mostly above about 34%, no sharp cut-off; also: some results filed as inactive read as strong as hits
# Target sequence (P9WH09 whole entry, looked up): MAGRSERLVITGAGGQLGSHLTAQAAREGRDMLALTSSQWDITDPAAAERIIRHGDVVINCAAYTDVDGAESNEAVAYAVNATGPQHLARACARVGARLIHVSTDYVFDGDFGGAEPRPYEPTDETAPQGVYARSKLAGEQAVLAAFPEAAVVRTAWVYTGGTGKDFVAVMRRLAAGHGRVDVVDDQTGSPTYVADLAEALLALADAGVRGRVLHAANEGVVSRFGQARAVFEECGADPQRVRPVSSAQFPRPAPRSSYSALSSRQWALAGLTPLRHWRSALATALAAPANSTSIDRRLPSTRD
# Target sequence (P9WH11 whole entry, looked up): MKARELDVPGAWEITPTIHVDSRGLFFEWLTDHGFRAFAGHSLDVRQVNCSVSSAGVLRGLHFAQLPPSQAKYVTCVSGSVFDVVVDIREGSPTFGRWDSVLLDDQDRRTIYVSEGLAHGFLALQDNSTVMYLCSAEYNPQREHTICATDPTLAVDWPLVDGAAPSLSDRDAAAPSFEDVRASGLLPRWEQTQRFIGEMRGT
# * hit, by the source's call; . = no result given; & = joins results of further samples. Only part of the results is shown (hit frequency here may not be typical).
# Below each SMILES – GlmU inhibition | Mtb RmlCD inh
- COc1ccc(N2CCN(c3oc(-c4ccccc4OC)nc3C#N)CC2)cc1
    . | 4
- ClCC1NCC(c2ccccc2Cl)c2c1[nH]c1ccccc21 (configuration not stated)
    -2.3% | -14
- CCC(N=c1cc(-c2ccc(OC)cc2)oc2ccc(C)cc12)C(=O)O (configuration not stated)
    -3.3% | 1
- c1ccc(OCc2noc(CN3CC[C@@H]4CCCC[C@H]4C3)n2)cc1
    5.7% | 3
- COCc1cnc(C)nc1N
    -2.0% | 1
- COc1ccc(NC(=O)CN2c3cccc4cccc(c34)S2(=O)=O)cc1
    2.2% | -12
- Cc1nnc(Sc2nc3c(c(=O)[nH]c(=O)n3C)n2CCc2ccccc2)s1
    0.6% | .
- COc1cc(C(=O)NCCCN(C)C)ccc1OCC(=O)Nc1cccc(C(F)(F)F)c1
    -6.7% | 5
- CCOc1cc(CNCc2ccncc2)cc(Cl)c1OC
    4.8% | 6
- Cc1nc2ccc(NC(=O)COc3ccccc3[N+](=O)[O-])cc2s1
    -4.4% | 2
- CC12CCCCC1c1ccccc1C(=NCC(=O)O)N2 (configuration not stated)
    8.1% | .
- Cc1ccc(C(=O)OCn2nnc3ccccc3c2=O)cc1[N+](=O)[O-]
    -0.9% | 61
- Cc1[nH]c(=O)[nH]c(=O)c1NC(=O)c1sc2nc3c(C)cccc3cc2c1N
    3.1% | -7
- NC(=O)CCCCC(=O)OCCCc1cccs1
    0.6% | 7
- COC(=O)CCC(=O)N(CCN(C(=O)CCC(=O)OC)c1ccccc1)c1ccccc1
    0.2% | -11
- CC(C)c1ccccc1NC(=O)COC(=O)c1cc(=O)[nH]c(=O)[nH]1
    -1.2% | -11
- COc1ccc(NC(=O)C2CCCN(S(=O)(=O)c3cccc4cccnc34)C2)cc1 (configuration not stated)
    -4.6% | 38
- CC(=O)NCCn1c(SCc2ccccc2F)nc2ccccc2c1=O
    -3.5% | -10
- Fc1cccc(C2NN=C(c3ccccc3)S2)c1 (configuration not stated)
    -6.0% | -3
- O=C(CC1C(=O)NCCN1Cc1ccc(F)c(F)c1)NCCCn1ccnc1 (configuration not stated)
    -5.7% | -10
- O=C1CC(N2CCC(c3nc4ccccc4[nH]3)CC2)C(=O)N1c1cccc(F)c1 (configuration not stated)
    1.7% | 10
- COC(=O)Cn1c(CN2CCC(Cc3ccccc3)CC2)nc2c1c(=O)n(C)c(=O)n2C
    1.0% | 17
- CCNC(=O)NC(=O)COC(=O)CCCc1nc2ccccc2s1
    -5.6% | 10
- CC1(C)CC(CCNC(=O)c2ccc(-n3cnnn3)cc2)CC(C)(C)N1
    -7.5% | 5
- COc1ccc(Nc2ccc([N+](=O)[O-])cc2[N+](=O)[O-])cc1
    -0.2% | .
- Cc1noc(/C=C/c2ccco2)c1S(=O)(=O)N1CCC(C(=O)NCc2ccco2)CC1
    -2.4% | .
- NS(=O)(=O)c1ccc(CCNc2ncnc3c2c(-c2ccccc2)cn3-c2ccc(F)cc2)cc1
    0.9% | 11
- C[C@H]1CC[C@@]2(O[C@@H](CCO)C[C@H](O)[C@H]2O)O1
    3.9% | .
- S=C(NC1CCCCC1)N1CCN(C/C=C/c2ccccc2)CC1
    3.6% | -11
- COC(=O)CCc1c(C)c(C#N)c2nc3ccccc3n2c1N1CCCC1
    6.0% | .
- CCCCn1c(CCNC(=O)CC)nc2ccccc21
    -0.3% | 13
- Cc1cccc(-c2cc(C(=O)NCCCn3ccnc3)c3ccccc3n2)c1
    -0.6% | .
- Cc1cc2c(C)nc(-c3ccccc3)nc2o1
    3.8% | 4
- Cc1cc(C)nc(Nc2n[nH]c(-c3ccc(C(C)(C)C)cc3)n2)n1
    2.9% | -9
- CCC(C)NC(=O)C1=CCN(S(=O)(=O)c2ccc(C)cc2)CC1 (configuration not stated)
    3.7% | -8
- CCOC(=O)C1(CC)NC(c2ccc(OC)cc2OC)C2C(=O)N(C)C(=O)C21 (configuration not stated)
    -0.4% | .
- CCOC(=O)C1=C(CN2CCN(c3ccc(F)cc3)CC2)NC(=O)NC1c1cccs1 (configuration not stated)
    1.6% | -8
- O=C(O)C1CCCCC1C(=O)Nc1ccc2c(c1)OCCO2 (configuration not stated)
    9.6% | -7
- COCCOC(=O)/C(C#N)=C/c1cn(Cc2ccccc2)nc1-c1cccnc1
    -3.3% | -6
- O=c1[nH]c(=S)n(C2CC2)c(O)c1C=Nc1cccc(C(F)(F)F)c1
    6.8% | 10

# Quoted from the listing.
# Result of `O=C(O)C1CCCCC1C(=O)Nc1ccc2c(c1)OCCO2` (configuration not stated) in GlmU inhibition: 9.6%
# Result of `O=c1[nH]c(=S)n(C2CC2)c(O)c1C=Nc1cccc(C(F)(F)F)c1` in GlmU inhibition: 6.8%

# Going on with the list:
# Below each SMILES – GlmU inhibition | Mtb RmlCD inh
- CO/N=C/c1c(-c2ccc(Cl)cc2)nc2cc(C)ccn12
    2.8% | 9
- CCCN1C(=O)/C(=C/c2ccc(C)o2)SC1=Nc1ccc(OC)cc1
    -5.1% | 3
- COc1ccc(C(=S)N2CCN(c3cccc(Cl)c3)CC2)cc1
    0.3%&-1.1% | -10
- COc1ccc(C(=S)Nc2ccc(N(C)C)cc2)cc1
    -3.4% | .
- Cc1c(C(=O)C(=O)N2CCCc3ccccc32)c2ccccc2n1C
    0.6% | 8
- C=CCNC(=S)NC(CC(=O)OC)c1ccc2c(c1)OCO2 (configuration not stated)
    2.3% | -3
- COc1ccccc1-c1cc(C(=O)NCCc2ccccc2)no1
    -4.8% | 9
- COc1ccc(Nc2nc(N)nc(CSC(=S)N3CCCCC3C)n2)cc1 (configuration not stated)
    2.1% | 4
- COc1ccccc1C(=O)N(CN1CCCC1=O)c1cccc(Cl)c1
    3.1% | 7
- O=C(c1[nH]ncc1-c1ccccc1)C1CO1 (configuration not stated)
    -3.2% | 4

# Gathered by group, the compounds so far containing a COOH group
# Below each SMILES – GlmU inhibition | Mtb RmlCD inh
- CCC(N=c1cc(-c2ccc(OC)cc2)oc2ccc(C)cc12)C(=O)O (configuration not stated)
    -3.3% | 1
- CC12CCCCC1c1ccccc1C(=NCC(=O)O)N2 (configuration not stated)
    8.1% | .
- O=C(O)C1CCCCC1C(=O)Nc1ccc2c(c1)OCCO2 (configuration not stated)
    9.6% | -7

# Next part
# Below each SMILES – GlmU inhibition | Mtb RmlCD inh
- S=c1[nH]nc(-c2cccnc2)n1-c1ccccc1
    7.6% | .
- Cc1ccc(-c2cc(C(=O)N/N=C/c3ccco3)n[nH]2)s1
    3.7% | 4
- CCOC(=O)C1=C(C)NC2=C(C(=O)CC(C)(C)C2)C1c1ccsc1 (configuration not stated)
    -5.7% | -4
- COc1cc(C(=O)N/N=C2\CCS(=O)(=O)c3ccc(F)cc32)cc(OC)c1OC
    -4.6% | 8
- COc1ccc(CN2CCN(C(=O)c3cc(OC)c(OC)c(OC)c3)CC2)cc1OC
    4.8% | -1
- CCOC(=O)C1=C(C)N(C)C(=O)NC1c1ccc(C)s1 (configuration not stated)
    7.2% | -5
- CCOP(=O)(c1ccccc1)C(O)c1ccccc1 (configuration not stated)
    2.4% | -13
- CCC(CC)C(=O)Nc1cc(C(=O)OC)cc(C(=O)OC)c1
    -0.6% | .
- CC(C)c1ccc(-c2csc(NC(=O)c3cccs3)c2C(=O)O)cc1
    3.3% | .
- O=C(Nc1c2c(nc3ccccc13)CCCC2)c1cccc([N+](=O)[O-])c1
    -1.6% | .
- COc1ccc(CCNC(=O)CC2Nc3ccccc3NC2=O)cc1 (configuration not stated)
    1.0% | -11
- CCC1(C)Cc2c(sc3c2c(=O)n(C)c2nnc(SCCc4ccccc4)n32)CO1 (configuration not stated)
    5.9% | -3
- O=C(CSc1n[nH]c(-c2cc(Cl)ccc2Cl)n1)NCCN1C(=O)CSC1=O
    3.4% | -7
- CC(NC(=O)COC(=O)/C=C/c1ccc(Cl)cc1)c1ccccc1 (configuration not stated)
    1.2% | -4
- CC1CN(c2oc(-c3ccccc3Cl)nc2C#N)CC(C)O1 (configuration not stated)
    -0.3% | -16
- COc1ccccc1NC(=O)c1ccc(NC(=O)COC(=O)C2CC2C)cc1 (configuration not stated)
    6.6% | -9
- CCC(=O)N1CCc2cc(S(=O)(=O)NCCCN(CC)Cc3ccccc3)ccc21
    -2.3% | -7
- Cc1cccc(NC(=S)N/N=C/c2cccn2Cc2ccc(F)cc2)c1
    2.3% | -1
- O=C(NCCCN1CCOCC1)c1ccc(CNS(=O)(=O)c2ccc(Br)cc2)cc1
    -6.1% | 16
- CC(C)(C)NC(=O)C(c1ccccc1)N(Cc1ccco1)C(=O)c1csnn1 (configuration not stated)
    -2.7% | 8

# Continued.
Molecule,GlmU inhibition,Mtb RmlCD inh
O=C(Nc1ccc2c(c1)OCCO2)C1CCN(c2cnccn2)CC1,1.0%,9
O=S(=O)(NCc1ccccc1)c1ccc(S(=O)(=O)NCC2CCCO2)cc1 (configuration not stated),-0.1%,0
CCOc1cc2nc(-c3ccc(OC)c(OC)c3)nc(N3CCOCC3)c2cc1OC,-4.1%,7
CCOC(=O)c1c(C)c(C(=O)N2CCN(c3ccccc3)CC2)c(C)n1C,-3.9%,-4
Brc1ccc(-c2nnc(SCCC3OCCCO3)o2)cc1,-1.0%,7
c1ccc(OCc2nn3c(-c4ccccn4)nnc3s2)cc1,1.8%,.
COc1ccc(-c2cc(CCCC(=O)NCc3ccccn3)no2)cc1,4.0%,3
CCc1ccc(CNc2ccc(N3CCN(C(C)=O)CC3)cc2)cc1,-7.7%,-5
COc1ccc(S(=O)(=O)N2CCCCC2)cc1NC(=O)CSc1nccn1C,-2.5%,1
Cc1ccccc1Nc1ncnc(N)n1,2.2%,4
CC(=O)C1=C(C)OC(N)=C(C#N)C1c1cccc([N+](=O)[O-])c1 (configuration not stated),1.0%,15
CCC(=O)NC(c1ccccc1)c1nc2ccccc2[nH]1 (configuration not stated),1.1%,.
Cc1ccc(NC(=O)c2ccc(C#CC3(O)CCCCC3)cc2)cc1C,-1.2%,.
Cn1c(=O)oc2cc(S(=O)(=O)NCCC(=O)N3CC=C(c4ccccc4)CC3)ccc21,0.5%,6
Cc1oc(-c2ccc(Cl)cc2)nc1CSCC(=O)NCCCN1CCOCC1,-3.1%,.
Cc1ccc(CCc2nnc(SCC(=O)Nc3cc(Cl)ccc3Cl)n2-c2ccccc2)o1,5.8%,1
COc1cc(NC(=O)CN(C)S(=O)(=O)c2ccc3nc(C)sc3c2)cc(OC)c1,-4.2%,2
CCOC(=O)c1cnc(SCC(C)C)nc1N,-1.9%,9
CNC(=S)N1CCC(NC(=O)C(Cc2ccc(F)cc2)NC(C)=O)CC1 (configuration not stated),-1.2%,.
COc1ccc(N2CCN(C(C)C(=O)N3CCCC3)CC2)cc1 (configuration not stated),-7.1%,-7
OCCN(Cc1ccccc1)Cc1cccc(Cl)c1Cl,4.7%,.
CCOC(=O)c1sc(NC(=O)c2ccc(CC)s2)nc1C,6.7%,2
CC(=O)/C(N=Nc1c(C)n(C)n(-c2ccccc2)c1=O)=C(\C)O,-2.2%,12
O=C(Cn1cc2c(n1)CCCCC2)NCc1ccccc1,-3.4%,-11
Cc1ccnc(NC2(C(F)(F)F)N=C3SCCN3C2=O)c1 (configuration not stated),-7.9%,-7
COc1cccc(-n2c(=S)[nH]c3ccccc3c2=O)c1,3.9%,0
CNC(=O)c1[nH]cnc1C(=O)Nc1ccccc1OC,1.8%,.
Nc1ccccc1C(=O)N/N=C1/C2CN3CCN(C2)CC1(Cc1ccccc1)C3,-2.8%,3
O=C(CSc1nc(-c2ccc(F)cc2)cs1)N1CCc2ccccc21,1.9%,13
CCNc1nc(Oc2ccc(=O)[nH]n2)nc(N2CCOCC2)n1,2.3%,-10
Nc1nc(SCC(=O)NC2CCCC2)[nH]c(=O)c1-c1ccccc1,-1.9%,-4
Nc1ccc2cc(Br)ccc2c1,0.6%,1
CCCS(=O)(=O)N1CCC(C(=O)N2CCN(C(=O)OCC)CC2)CC1,0.6%,2
CCOC(=O)C1CCN(C2CCN(Cc3nc(-c4ccccc4)no3)CC2)CC1,-0.1%,-7
CCSc1nc(O)c(C2OC(=O)c3c2ccc(OC)c3OC)c(=O)n1CC (configuration not stated),-5.6%,8
CC(=O)Nc1nnc(SCc2ccccc2F)s1,3.8%,-1
COc1ccc(N2C(=O)CC3(CCCC3)CC2=O)cc1,4.0%,-2
COc1ccc(CN2CCn3nc(C(=O)NC(C)C)cc3C2=O)cc1,-2.1%,-10
CC(C)(O)C(=O)NN(Cc1ccccc1)c1ccccc1,1.0%,-8
O=C(NN1CCOCC1)c1ccc(Cl)s1,-4.5%,7
Cc1nc2cc(CO)ccc2n1C,9.5%,.
CC(C)N1C(=O)c2ccccc2C1C(=O)NC1CCCCCC1 (configuration not stated),4.4%,.
COc1ccc(C(c2nnnn2Cc2ccccc2)N2CCN(c3ccccc3)CC2)cc1 (configuration not stated),2.8%,.
COc1ccc(C(=O)CSc2nnc(CNC(=O)c3ccco3)n2C)cc1,-4.0%,-11
CCC(=O)c1cn(Cc2ccccc2)c2ccccc12,1.2%,0
NC(=O)CCn1c2ccccc2c2ccccc21,-0.4%,23
COc1ccccc1-c1nnc(NC(=O)c2cccc(N3C(=O)CCC3=O)c2)o1,5.9%,5

# One compound at a time (already shown). Screens in order: GlmU inhibition | Mtb RmlCD inh
# COc1ccccc1-c1nnc(NC(=O)c2cccc(N3C(=O)CCC3=O)c2)o1 is entered as 5.9% | 5
# CCC(=O)c1cn(Cc2ccccc2)c2ccccc12 is entered as 1.2% | 0
